Hsp70 activator – switches on Hsp70 transcription; HeLa Hsp70 promoter luciferase reporter, luminescence; scaled: vehicle 0, proteasome-inhibitor control 100%; activation, % at 10 µM; hit rate 0.04% among 200,000; AID 1203;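 active means activation above the mean across all tested compounds plus 3 SD, cutoff set per campaign, cut at about 5.5% in these data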;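 further: 100% = MG132 at 30 µM as the positive control and 0% = DMSO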
HMGR II inh – E. faecalis class II HMG-CoA reductase inhibition; purified E. faecalis HMGR, NADPH absorbance 340 nm kinetic; AID 1066; inhibition, % at 10 µM; hit rate 0.41% among 190,000;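 active means inhibition above a set limit, the median over all tested compounds plus 3 SD, cut at about 9.5% in these data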;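 further: enzyme runs in reverse so mevalonate oxidation gives rising NADPH absorbance; 0% = complete reaction with DMSO and 100% = background rate lacking mevalonate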
DTT redox prof – compounds producing H2O2 with reducing agent – biochemical, NIH compound library profiling, artefact control for MLSCN library redox annotation, primary screen; DTT-dependent redox cycling H2O2, phenol red/HRP absorbance; 100% = 100 µM peroxide control, 0% = buffer; activation, % at 10 µM; hit rate 0.03% among 200,000;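 active means activation of at least 50% relative to the plate's high and low controls in the primary single-dose screen; inactive means activation below 50%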;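 further: compound incubated with DTT at 0.8 mM final as the reducing agent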
TNAP inh no acc – TNAP (human) inhibition, acceptor-free conditions | P05186 | purified TNAP, CDP-star luminescence, 30 min | inhibition, % at 20 µM | hit rate 0.26% among 200,000 | AID 1012;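 active means tissue-nonspecific alkaline phosphatase inhibition above about 50% at 20 µM in the single-dose screen, limit read from the data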;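 further: 0% = DMSO negative control and 100% = EDTA positive control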
PMI act satM6P – activators of human phosphomannose isomerase at near-saturating mannose 6-phosphate; P34949; coupled PMI enzyme assay, resazurin fluorescence, 20 min; stronger effect = higher value; 1 = untreated enzyme, 0 = substrate-free blank; activation factor at 20 µM; hit rate 0.34% among 190,000; AID 1216;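 active means activation factor of 2 or more at 20 µM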
Target sequence (P34949 whole entry, looked up): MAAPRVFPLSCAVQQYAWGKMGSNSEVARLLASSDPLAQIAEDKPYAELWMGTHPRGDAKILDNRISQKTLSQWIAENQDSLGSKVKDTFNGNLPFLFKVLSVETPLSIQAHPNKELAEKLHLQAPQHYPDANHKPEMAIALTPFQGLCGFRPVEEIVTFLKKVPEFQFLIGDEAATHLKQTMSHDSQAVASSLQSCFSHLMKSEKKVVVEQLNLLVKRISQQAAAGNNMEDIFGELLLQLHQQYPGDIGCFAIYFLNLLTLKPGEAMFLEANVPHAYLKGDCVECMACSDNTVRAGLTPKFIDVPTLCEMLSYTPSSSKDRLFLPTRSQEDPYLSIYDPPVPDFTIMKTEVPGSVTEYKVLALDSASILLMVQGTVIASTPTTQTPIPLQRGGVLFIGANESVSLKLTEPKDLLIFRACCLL
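Material: human phosphomannose isomerase with PGI, G6PDH, diaphorase coupling enzymes. Quantity: 15 ng/mL PMI. Medium: HEPES pH 7.4 buffer with MgCl2 and Tween-20. Reagent: Near-saturating mannose-6-phosphate, 1.0 mM. Compound: 20 µM single dose. Times: enzyme reaction with compound 20 min at room temperature. Detection: resorufin fluorescence at Ex 544/Em 590 nm.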
PMI act – increases human mannose-6-phosphate isomerase activity. purified human PMI, coupled resazurin fluorescence, 20 min; stronger effect = higher value; 1 = vehicle control, 0 substrate-free wells. activation factor at 20 µM. hit rate 0.005% among 190,000. AID 1214;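 active means activation factor of 2 or more at 20 µM, relative to plate controls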
RAM inhibit – yeast RAM network inhibition. S. cerevisiae dse1pr::URA3 reporter, 5-FOA growth OD615, 2 d; analog-sensitive cbk1-as2 kinase mutant strain. AID 868. hit rate 1.8% among 190,000. inhibition, % at 50 µM;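 active means inhibition above a set limit, 3 SD over mean compound inhibition, cut at about 8.4% in these data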;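 further: 0% = DMSO-only wells with no growth and 100% = 10 µM 1-NA-PP1 full growth; inhibition rescues growth on 5-FOA so higher OD means more RAM inhibition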
S1P3 antagonist – antagonists of human S1P3 receptor | CHO S1P3 NFAT-BLA reporter, FRET fluorescence, antagonist mode | inhibition, % at 4.98 µM | hit rate 0.27% among 170,000;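 active means inhibition above the plate cutoff, the mean inhibition of test wells on that plate plus 3 SD, cut at about 28% in these data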;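 further: cells challenged with S1P at its EC80 of 0.8 µM; blue over green emission ratio from cleaved BLA substrate after 4 h stimulation; 0% = S1P-stimulated wells and 100% = unstimulated DMSO-only wells; some compounds past the cut are filed as inactive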
Target sequence (Q99500 whole entry, looked up): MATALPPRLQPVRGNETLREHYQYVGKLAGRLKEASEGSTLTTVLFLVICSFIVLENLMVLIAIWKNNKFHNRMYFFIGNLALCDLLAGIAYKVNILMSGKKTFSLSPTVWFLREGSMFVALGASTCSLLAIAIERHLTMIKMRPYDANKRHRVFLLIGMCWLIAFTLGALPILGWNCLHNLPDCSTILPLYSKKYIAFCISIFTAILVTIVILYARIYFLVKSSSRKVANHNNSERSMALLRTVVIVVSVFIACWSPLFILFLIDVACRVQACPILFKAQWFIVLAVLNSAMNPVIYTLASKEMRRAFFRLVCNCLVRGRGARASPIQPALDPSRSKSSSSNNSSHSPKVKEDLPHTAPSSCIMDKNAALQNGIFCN
TNAP inh hi DEA – TNAP (human) inhibition, high acceptor; P05186; purified TNAP, CDP-star luminescence, 1 M DEA; inhibition, % at 20 µM; hit rate 0.03% among 200,000; AID 1135;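 active means over 50% inhibition of tissue-nonspecific alkaline phosphatase at 20 µM in the single-dose screen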;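 further: plate controls were DMSO wells for no effect and EDTA-quenched wells as full inhibition for full effect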
Lmaj promast – Leishmania major promastigote growth inhibition. hit rate 9% among 200,000. Leishmania major promastigotes, resazurin fluorescence viability. inhibition, % at 10 µM; in the data active means inhibition above about 50%;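 further: promastigotes grown with compound for 44 hours at 28 °C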
An asterisk follows results filed as active; . = not tested or not shown.

SMILES	Hsp70 activator	HMGR II inh	DTT redox prof	TNAP inh no acc	PMI act satM6P	PMI act	RAM inhibit	S1P3 antagonist	TNAP inh hi DEA	Lmaj promast
Cc1cc(NC(=O)C2C3C(=O)N(Cc4ccc(Cl)cc4)C(C(=O)NCc4ccccc4)C34C=CC2(C)O4)no1 (stereo unspecified)	-0.3	0	-0.1	-10	1	1	2.0	.	-4	-5
COC(=O)c1ccc(Cn2cc(C(F)(F)F)ccc2=O)cc1	0.1	-1	-1.8	-6	1	1.1	0.7	-3	-2	-1
CCCCOc1ccc(S(=O)(=O)NNC(=O)c2cc3ccccc3o2)cc1	-0.3	-8	0.0	-13	0.9	0.7	10*	-3	-5	-7
COc1cc(OC)cc(-n2nnnc2SCC(=O)NC2CCCC2)c1	0.2	-2	-0.5	-14	1	0.9	0.9	.	-5	3
COc1ccc([N+](=O)[O-])cc1/C=N/Nc1nc(N2CCCCC2)nc(N2CCCCC2)n1	0.5	9	0.2	-12	0.9	1	-0.4	-15	-6	42
COc1ccccc1CC(=O)Nc1cccc2c1CCCC2	-0.2	-3	-0.3	-10	1	1	2.3	4	-2	-4
COCCn1c(=O)[nH]c2cc(C(=O)OC)ccc2c1=O	-0.3	1	-1.7	1	1	1.1	3.2	.	-2	-1
COc1ccc(Br)cc1-c1noc(-c2ccncc2)n1	-0.4	2	2.5	-6	1	1	1.3	16	-7	7
N#Cc1c(-c2ccccc2)cc(C2CC2)nc1SCC(=O)O	-0.4	-4	0.7	-3	1.2	1.2	4.6	-11	6	-8
c1ccc(-c2cc(N3CCCCCC3)n[nH]2)cc1	0.2	-7	3.5	4	0.3	0.3	1.1	-5	0	29
O=C(CCc1ccccc1)NNC(=O)c1ccccc1C(=O)O	-0.3	-4	-0.4	-8	1.1	1.2	1.3	-4	-5	60*
CCc1ccc(N2CC(O)(c3cccs3)[N+]3=C2SCCC3)cc1 (stereo unspecified)	0.8	-3	-0.3	-7	1	1.1	0.7	-2	-2	72*
O=C(N/N=C/c1cn(-c2cccs2)nc1-c1ccccc1)c1ccc(O)cc1	0.3	1	0.1	-6	0.8	0.9	0.3	11	-2	6
COc1cccc(C(=O)c2sc(NC(C)C)nc2N)c1	0.6	-2	-0.5	0	0.9	0.9	1.2	.	-2	3
CCN(CC)c1cccc(OCC(=O)N(C)CCC#N)c1	-0.1	-6	1.6	-14	0.5	0.7	2.7	4	-4	-10
CC(C)CN(C(=O)COC(=O)CNC(=O)c1ccc(Cl)cc1)C1CCS(=O)(=O)C1 (stereo unspecified)	-0.3	-1	-0.5	4	1.1	1.1	-0.4	-17	8	-5
COc1ccc(-c2csc(NCc3ccco3)n2)cc1	0.0	-3	-0.6	-20	1	1	7.0	.	-6	-3
CC1(C)NC(=O)N(CC(O)CNC23CC4CC(CC(C4)C2)C3)C1=O (stereo unspecified)	-0.6	1	2.7	0	1	0.9	2.2	-21	-5	7
CCOC(=O)c1c(NC(=O)CSc2nc3ccccc3s2)sc(C(C)=O)c1C	0.3	-1	-3.8	-7	0.9	0.9	6.4	.	-4	6
Cc1ccc(NC(=O)CN2C(=O)S/C(=C\c3cc(C)n(C)c3C)C2=O)cc1	-0.1	-2	-6.1	-1	0.5	0.7	1.4	.	4	-4
Cc1cc2ccc(C)c(C)c2nc1SCC(=O)c1cccs1	-0.2	-3	1.8	-16	0.9	0.9	8.6*	.	-2	-1
CC(C)(C)OC(=O)Cn1c(=O)cnc2ccccc21	-0.3	4	0.2	-12	1	1	-0.2	.	1	-4
COc1ccccc1N1CCN(C(=O)CN(Cc2ccc(Cl)cc2)S(C)(=O)=O)CC1	-0.6	-4	1.2	-2	0.8	0.8	0.2	10	1	0
O=C(NC(=S)Nc1ccc(N2CCN(C(=O)c3ccccc3)CC2)cc1)c1cccs1	-0.3	0	0.0	-6	0.9	0.9	5.5	-4	0	92*
O=C(Cn1nnc2ccccc21)N/N=C\C=C\c1ccccc1	-0.4	-7	1.7	-10	1	1	3.4	.	-5	-4
Cc1cccc(C)c1OCc1nc2ccccc2c(=O)n1/N=C/c1c[nH]c2ccccc12	-0.1	-6	1.0	1	0.8	0.7	4.2	-17	4	96*
CCc1cccc(CC)c1NC(=S)NCC(c1cccnc1)N1CCOCC1 (stereo unspecified)	-0.4	-5	0.3	-4	0.8	0.8	-0.2	-2	6	-3
COc1ccc(Cl)cc1C(=O)NCc1cn(C)nc1C	0.0	0	15	-6	0.9	1	6.3	.	-5	-3
CSc1cccc(NC(=O)Cn2cccc2)c1	0.0	-8	1.6	-6	1.1	1.1	2.5	-22	-3	-3
CCn1c(CCNC(=O)c2ccc(OC)cc2)nnc1SCC(=O)Nc1ccccc1F	0.0	-4	-1.0	-8	1	1	3.0	-3	-3	-5
Cc1ccc(S(=O)(=O)CC(c2ccccc2)N2CCOCC2)cc1 (stereo unspecified)	0.7	3	0.5	-10	1.1	1	1.5	-4	-3	-2
O=C(CCc1nnc(Cc2cccc(C(F)(F)F)c2)o1)NCC(F)(F)F	-0.3	2	0.2	-11	.	.	1.7	1	-6	-8
O=C(Nc1cccc2c1CCCC2)c1ccco1	-0.2	0	1.5	-14	1	1	1.0	29	-5	0
Cc1cccc(-n2nnc3c(=O)n(CC(=O)Nc4cc(C)on4)cnc32)c1	-0.1	2	-1.0	-11	1	1	2.7	-10	-5	17
COC(=O)c1ccc(NC(=O)CN(C2CCCCC2)S(C)(=O)=O)cc1	0.0	-9	-3.6	-7	1	0.9	0.8	-6	-1	-4
CCOC(=O)N1CCN(S(=O)(=O)c2ccc(C(=O)NNc3nc4c(C)cccc4s3)cc2)CC1	0.2	4	0.2	-13	1	0.9	3.1	-13	0	1
CC1CCC(NC(=O)c2ccc(S(C)(=O)=O)cc2)CC1 (stereo unspecified)	-0.5	-6	0.6	-11	1	1	0.4	-6	-4	5
Cc1cccc(NC(=O)C2CCCN(C(=O)NC3CCCCC3)C2)c1C (stereo unspecified)	-0.4	-3	0.2	-13	1.1	1	2.0	2	-5	-2
OCCNC(=S)Nc1ccc(Cl)c(Cl)c1	0.1	-7	-0.7	-6	1	1	2.0	0	-6	-12
CCOC(=O)c1sc(N)c(C#N)c1CSc1nnc(C2CCCCC2)n1N	-0.1	2	0.1	0	0.8	1	-0.2	7	-11	2
COc1ccc(-c2cc(C(=O)NC(C(=O)O)C(C)C)c(C)o2)cc1OC (stereo unspecified)	0.0	1	0.2	-18	1	1.1	0.1	6	-9	0
O=C(CCc1nc(-c2cccs2)no1)Nc1cnc2ccccc2c1	-0.3	-1	0.3	-8	0.8	1	1.4	9	-1	-3
c1ccc(Cc2nnc3n2N=C(c2ccccc2)CS3)cc1	-0.3	-4	0.0	-9	0.9	0.9	2.2	29*	-5	17
COc1ccc(C(=O)N[C@H](C(=O)OCc2cc(=O)oc3cc(C)ccc23)C(C)C)cc1	-0.2	-4	-0.2	4	1	1	3.1	0	0	15
Cc1ccccc1NC(=O)C1CCCN(S(=O)(=O)c2c(C)noc2C)C1 (stereo unspecified)	-0.5	0	1.9	-9	1	1	3.2	-1	-2	-8
Clc1ccc(OCc2nnc3n2N=C(c2ccc4c(c2)OCCO4)CS3)c(Cl)c1	-0.3	0	0.2	-2	0.8	0.8	4.1	14	0	-3
O=C(CNC(=O)c1ccccc1)N/N=C/c1ccc([N+](=O)[O-])s1	0.3	-2	-0.4	-1	0.9	0.9	1.1	13	7	100*
Cc1cc(C)c(C#N)c(OCC(=O)c2ccccc2)n1	-0.1	-3	-3.2	-9	1	1	-1.1	.	-5	5
CC(=O)N(Cc1cccs1)Cc1cc2cc(C)c(C)cc2nc1Cl	-0.3	-1	-0.7	-9	0.9	1	0.2	1	-8	14
O=C(Nc1ccc(N2C(=O)CCC2=O)cc1Cl)c1cccs1	-0.2	4	-0.4	-1	1	1.1	2.0	-11	-5	-5
CN(C(=O)CSc1ncc(C(F)(F)F)cc1Cl)c1c(N)n(Cc2ccccc2)c(=O)[nH]c1=O	-0.1	-1	0.0	-8	1.2	1.2	-0.1	-13	-1	-1
Cc1cccc(OCC(=O)Nc2ccc(N3CCN(C(=O)c4ccccc4)CC3)cc2)c1	-0.2	-10	-0.3	-11	0.8	0.9	2.3	13	-1	2
COC(=O)C(C)(C)ONC(=O)Nc1ccccc1Br	-0.2	-5	-0.5	-15	0.9	1	-0.4	8	-1	69*
CCOC(=O)NCc1ccc2c(c1)cc(C)n2C	-0.2	-2	-0.2	3	1	1.1	5.1	6	-5	-2
CCOC(=O)c1c2n(c3c(NCc4ccccc4)ncnc13)CCCC2	-0.5	-5	1.2	-19	1	0.9	1.1	22	-6	-2
CCC(=O)N1CCc2cc(S(=O)(=O)NCCN3CCC(C)CC3)ccc21	-0.4	0	-0.2	-3	1	1	0.3	.	-1	54*
COc1ccc(CC(=O)Nc2cccc(-c3nnc(-c4ccccc4)o3)c2)cc1OC	0.3	-10	1.4	-23	0.9	0.8	1.6	31	0	5
CCOc1ccc(C(=O)O/N=C(\N)c2ccc([N+](=O)[O-])cc2)cc1OCC	-0.1	-11	0.8	-4	1	0.9	-0.4	1	-2	-1
Cc1nc2ccccc2c(=O)n1CCCO	-0.3	9	1.2	-9	1	1	2.3	.	-7	-1
COc1cccc(NC(=O)N2CCCC2C(=O)Nc2ccc3c(c2)OCO3)c1 (stereo unspecified)	-0.1	-5	0.3	-14	1	1	2.9	.	-3	-8
The list goes on:
SMILES	Hsp70 activator	HMGR II inh	DTT redox prof	TNAP inh no acc	PMI act satM6P	PMI act	RAM inhibit	S1P3 antagonist	TNAP inh hi DEA	Lmaj promast
COc1ccc(CN(C)C(=S)Nc2ccc(Cl)cc2)cc1	-0.1	-4	-0.5	-10	0.9	1	-0.5	13	-4	-5
CCN1C(=O)/C(=C\N2CCCCCC2)SC1=S	0.1	-8	-0.9	-11	0.9	1	0.8	4	-3	13
O=S(=O)(CCSc1ccccn1)c1nc2ccccc2s1	-0.3	2	0.8	-8	0.9	0.9	-1.7	5	2	31
COC(=O)c1ccccc1NC(=O)CCS(=O)(=O)c1ccc(Br)s1	-0.6	-1	0.3	-5	1	0.9	3.3	.	0	42
COc1ccc(C2Oc3ccccc3N2C(C)=O)cc1 (stereo unspecified)	-0.4	3	-0.9	-17	1	1	0.8	6	-9	0
Cc1cccc(-n2c(SCC(=O)NC3CCCC3)nnc2-c2ccoc2C)c1	-0.1	-2	-0.6	-11	1.1	0.9	1.1	.	-6	-2

Some of the entries above, set out differently:
> COc1ccc(CN(C)C(=S)Nc2ccc(Cl)cc2)cc1
  Hsp70 activator: -0.1	HMGR II inh: -4	DTT redox prof: -0.5	TNAP inh no acc: -10	PMI act satM6P: 0.9	PMI act: 1	RAM inhibit: -0.5	S1P3 antagonist: 13	TNAP inh hi DEA: -4	Lmaj promast: -5

> CCN1C(=O)/C(=C\N2CCCCCC2)SC1=S
  Hsp70 activator: 0.1	HMGR II inh: -8	DTT redox prof: -0.9	TNAP inh no acc: -11	PMI act satM6P: 0.9	PMI act: 1	RAM inhibit: 0.8	S1P3 antagonist: 4	TNAP inh hi DEA: -3	Lmaj promast: 13

Source: PubChem (several laboratories)
